# Source: PubChem BioAssay (several laboratories)
# NR2F2 inh = NR2F2 transcriptional activity inhibitors, primary screen, cell-based, luciferase reporter, HEK293T, luminescence | COUP transcription factor 2 (Homo sapiens), P24468 | HEK293T NGFI-A luciferase reporter | inhibition, % at 8.6 µM | 370,000 compounds, 0.7% hits;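 active = inhibition above a per-plate cutoff, mean inhibition of test wells between control levels plus 3 SD, cut at about 38% in these data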;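 also: cells cotransfected with COUP-TFII expression vector driving the NGFI-A reporter; 0% = median of COUP-TF2 test wells and 100% = reporter-only cells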
# NCOA3 inh = SRC3 coactivator transcriptional activity inhibitors, primary screen, cell-based, luminescence. 360,000 compounds, 0.17% hits. Nuclear receptor coactivator 3 (Homo sapiens), Q9Y6Q9. AID 588352, 2011. inhibition, % at 3.6 µM. HEK293 GAL4-SRC3 luciferase reporter;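 active = inhibition above a per-campaign cutoff, the mean of all compounds plus 3 SD, cut at about 60% in these data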;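 also: 0% = DMSO-treated cells and 100% = gossypol-treated cells at 36 µM; higher means less SRC3-driven luciferase light from the GAL4 reporter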
# SRC2 inh = inhibition of GAL4-SRC2 driven luciferase reporter, primary screen, SRC2 inhibitor project, cell-based, luminescence. Nuclear receptor coactivator 2 (Homo sapiens), Q15596. inhibition, % at 9 µM. 370,000 compounds, 0.17% hits. HEK293 GAL4-SRC2 luciferase reporter;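 active = inhibition above the mean inhibition of all tested compounds plus 3 SD, set per campaign, cut at about 52% in these data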;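 also: 0% = DMSO treated cells and 100% = cells given Gossypol at 36 µM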
# MC4R barr agon = MC4R agonists recruiting beta-arrestin, primary screen, cell-based, luminescence, agonist arm of biased-ligand search; Melanocortin receptor 4 (Homo sapiens), P32245; U2OS MC4R beta-arrestin complementation; percent of melanotan II response, DMSO zero; activation, % at 8.9 µM; 360,000 compounds, 0.98% hits;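 active = activation above a per-plate cutoff, the mean activation of sample wells on that plate plus 3 SD, cut at about 8% in these data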
# Target sequence (P32245 whole entry, looked up): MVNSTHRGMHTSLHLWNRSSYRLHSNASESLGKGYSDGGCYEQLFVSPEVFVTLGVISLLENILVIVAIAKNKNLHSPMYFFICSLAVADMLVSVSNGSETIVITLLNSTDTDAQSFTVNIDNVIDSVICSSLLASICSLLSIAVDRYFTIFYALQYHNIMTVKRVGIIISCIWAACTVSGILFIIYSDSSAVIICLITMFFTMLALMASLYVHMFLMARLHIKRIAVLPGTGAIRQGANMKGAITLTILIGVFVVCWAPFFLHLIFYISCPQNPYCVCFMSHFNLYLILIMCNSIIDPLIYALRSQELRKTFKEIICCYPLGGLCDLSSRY
# EBV LMP1 NFkB = EBV LMP1-driven NF-kappaB luciferase reporter inhibitors, primary screen, cell-based, luminescence, single point | LMP1-induced NF-kappaB luciferase reporter cells | inhibition, % at 12.5 µM | 350,000 compounds, 0.69% hits; in the data active = inhibition above about 41%;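 also: 0% = neutral control wells and 100% = reference inhibitor control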
# NOD2 RIPK2 PPI = NOD2-RIPK2 binding disruptors in cells, primary screen, fluorescence, CHO cells, BLA complementation; 360,000 compounds, 0.38% hits; AID 624267, 2012; CCF4 ratio; Receptor-interacting serine/threonine-protein kinase 2 (Homo sapiens), O43353; inhibition, % at 4.98 µM; in the data active = inhibition above about 21%;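 also: 0% = vehicle only and 100% = reference blocker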
# Target sequence (O43353 whole entry, looked up): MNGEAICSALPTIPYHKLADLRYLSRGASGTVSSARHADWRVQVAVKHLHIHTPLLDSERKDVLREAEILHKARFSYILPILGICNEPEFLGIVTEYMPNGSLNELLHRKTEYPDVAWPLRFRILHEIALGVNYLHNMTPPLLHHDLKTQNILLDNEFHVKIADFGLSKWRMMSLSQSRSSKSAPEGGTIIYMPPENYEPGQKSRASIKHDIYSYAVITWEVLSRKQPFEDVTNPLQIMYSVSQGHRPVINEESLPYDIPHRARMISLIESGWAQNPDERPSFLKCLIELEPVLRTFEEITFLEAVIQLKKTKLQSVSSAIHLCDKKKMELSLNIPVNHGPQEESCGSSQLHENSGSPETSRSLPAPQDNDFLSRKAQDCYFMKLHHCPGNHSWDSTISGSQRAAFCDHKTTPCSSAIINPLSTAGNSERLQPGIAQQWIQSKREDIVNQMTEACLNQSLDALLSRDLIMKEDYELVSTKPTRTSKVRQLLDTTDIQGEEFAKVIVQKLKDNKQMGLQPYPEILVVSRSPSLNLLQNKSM
# MC4R antagonist = MC4R antagonists of cAMP signaling, primary screen, cell-based, TR-FRET, antagonist arm of biased-ligand search | MC4R-expressing cells, MTII-stimulated cAMP, LANCE TR-FRET | inhibition, % at 6.5 µM | 360,000 compounds, 0.48% hits;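 active = inhibition above its plate's cutoff, the mean of tested wells on that plate plus 3 SD, cut at about 29% in these data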;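 also: 0% = Melanotan II alone and 100% = Melanotan II plus saturating MCL0020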
#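 material = U2OS cells stably expressing human melanocortin 4 receptor (MC4R) | also added = Melanotan II challenge | dosing = single nominal compound dose of 6.5 µM | detection = TR-FRET with Eu-cAMP and labeled anti-cAMP, 671 nm | replication = singlicate | timing = compound 30 min, challenge 1 h, detection 1 h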
# LRH-1 inv ag = LRH-1 (NR5A2) inverse agonists, primary screen, cell-based, luminescence, HEK293T, StAR-luciferase reporter; Nuclear receptor subfamily 5 group A member 2 (Homo sapiens), O00482; LRH-1 transfected, 24 h; inhibition, % at 3.6 µM; 360,000 compounds, 0.13% hits;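 active = inhibition above the mean inhibition of all tested compounds plus 3 SD, cut at about 73% in these data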;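 also: 0% = DMSO wells and 100% = reporter-only cells lacking LRH-1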
# ABHD5-PLIN5 inh = ABHD5-PLIN5 interaction inhibitors, primary screen, cell lysate, split luciferase complementation, luminescence; Perilipin-5 (Homo sapiens) + 1-acylglycerol-3-phosphate O-acyltransferase ABHD5 (Homo …; Split G. princeps luciferase complementation, 4 h; inhibition, % at 4 µM; 360,000 compounds, 0.78% hits;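 active = inhibition above the mean inhibition across every tested compound plus 3 SD, cut at about 22% in these data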;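 also: 0% = DMSO only wells and the 100% control is not disclosed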
# TLR9-MyD88 inh = inhibitors of TLR9-MyD88 association in cells, primary screen, cell-based, CHO, BLA complementation, fluorescence | CCF4 FRET ratio | inhibition, % at 4.98 µM | 340,000 compounds, 0.21% hits | AID 504734, 2011;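 active = inhibition above the mean over all tested compounds plus 3 SD, cut at about 21% in these data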;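 also: 0% = DMSO only wells and 100% = clavulanate BLA inhibitor control wells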
# NCOA1 inh = SRC1 coactivator transcriptional activity inhibitors, primary screen, cell-based, luminescence. Nuclear receptor coactivator 1 (Homo sapiens), Q15788. HEK293 GAL4-SRC1 luciferase reporter. 360,000 compounds, 0.12% hits. AID 588354, 2011. inhibition, % at 3.6 µM;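 active = inhibition above the campaign mean plus 3 SD, with each screening campaign given its own cutoff, cut at about 60% in these data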;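 also: 0% = DMSO treated cells and 100% = gossypol at 36 µM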
# * = called active by the depositor; / = no result given. These rows are one share of the data; the hit share may differ from the screen's.
molecule	EBV LMP1 NFkB	LRH-1 inv ag	NCOA3 inh	MC4R antagonist	SRC2 inh	TLR9-MyD88 inh	NOD2 RIPK2 PPI	ABHD5-PLIN5 inh	MC4R barr agon	NR2F2 inh	NCOA1 inh
Cc1ccc(OCCNC(=O)Cc2ccc(F)cc2)cc1	-5	4	-8	11	21	-4	-1	4	-2.2	-17	-9
CCCN1CCN(CC(=O)Nc2nnc(C)s2)CC1	-9	-6	8	-2	-31	-14	-1	10	-1.6	-10	11
COCCCNc1c2c(nc3nnnn13)CCCC2	-5	2	0	9	-17	6	-5	4	-0.3	16	8
COc1ccc(CN2CCN(Cc3ccc4ccccc4c3)CC2)cc1OC	11	7	-8	-2	33	5	-10	8	0.5	41*	19
CN(Cc1ccon1)C(=O)CC1C(=O)NCCN1CC(C)(C)C (stereo unspecified)	11	3	5	9	12	9	8	-3	-1.3	17	7
CCOc1ccccc1-n1c(=S)sc2c(=O)n(-c3ccc(C)cc3)c(=S)[nH]c21	13	-10	-5	4	-24	5	2	-6	0.1	-15	7
COc1cc(/C=C2\SC(=O)N(c3cccc(Cl)c3)C2=O)cc([N+](=O)[O-])c1O	-1	10	-14	0	8	-4	-4	-10	-0.9	-13	7
CCC12CCC3c4ccc(O)cc4CCC3C1CC(O)C2O (stereo unspecified)	-2	26	2	-25	-17	-1	-9	5	-3.2	-16	7
O=C(Nc1cccc2ccccc12)c1onc2c1CCCC2	-37	-102	-76	22	/	-8	-6	-1	2.5	/	-42
CC1CN(C(c2cccs2)c2sc3ncnn3c2O)CC(C)O1 (stereo unspecified)	-5	9	9	10	14	5	2	5	-0.2	-38	8
COC(=O)C1=C(C)N(CCC2=CCCCC2)C(=O)C1	-11	-6	-18	0	-24	4	-2	3	-0.5	8	-8
N/C(=N\OC(=O)c1ccc2c(c1)OCO2)c1ccc(Cl)cc1	-51	-11	-42	1	11	-8	-5	0	-0.4	-9	-23
CC1Cc2ccccc2N1C(=O)COC(=O)c1ccc(N(C)C)cc1 (stereo unspecified)	-5	-5	2	-1	-27	-4	-5	7	-1.2	1	7
COc1cc(-c2nnc(CSc3nnc(N)s3)o2)cc(OC)c1OC	-7	-15	0	2	-3	-18	-5	-5	-1.5	-16	9
CN1CCN(S(=O)(=O)c2ccc3c(c2)OCCO3)CC1	1	13	8	6	-6	7	10	-2	-1.6	2	4
CCOC(=O)N1CCN(C(=O)CSc2nc(=O)n3cc(C)ccc3n2)CC1	3	-4	16	-3	0	2	3	4	-1.4	-16	24
CS(=O)(=O)N(CC(=O)NCc1ccc2c(c1)OCO2)C1CCCCC1	-35	1	4	20	0	0	7	-3	1.0	4	-9
CC(=O)N1CCOc2ccc(S(=O)(=O)NC[C@H]3O[C@@H](n4ccc(=O)[nH]c4=O)[C@H](O)[C@@H]3O)cc21	-1	10	-14	6	-24	2	-3	-6	-0.4	10	-2
c1ccc2c(c1)oc1c(-c3cccc4nccn34)cccc12	/	16	-4	1	-21	/	0	4	0.7	-27	5
COC(=O)[C@]12CCCCC=C1N(CCc1ccc(OC)c(OC)c1)C(=O)[C@H](CC(=O)N1CCCC1)C2	/	7	/	/	-14	/	-2	7	/	-15	/

# Later entries:
molecule	EBV LMP1 NFkB	LRH-1 inv ag	NCOA3 inh	MC4R antagonist	SRC2 inh	TLR9-MyD88 inh	NOD2 RIPK2 PPI	ABHD5-PLIN5 inh	MC4R barr agon	NR2F2 inh	NCOA1 inh
O=C(N/N=C/c1c(O)n(Cc2ccccc2)c(=O)c2ccccc12)c1cccnc1	6	8	-3	8	8	20	19	-2	-2.7	5	-5
O=C(CNC(=S)N(CCCN1CCOCC1)Cc1cccs1)NCc1ccccc1Cl	-9	3	-10	0	3	-1	-11	0	2.6	4	12
OCCC1CN(Cc2cccn2-c2cccnc2)CCN1Cc1ccc(F)cc1 (stereo unspecified)	1	-19	4	21	19	2	-9	2	-1.1	-1	1
O=C(COc1ccc2oc(-c3ccccc3)cc(=O)c2c1)NCc1ccco1	14	-53	-24	-3	/	0	-3	4	3.4	/	-50
CN(C/C=C/c1ccccc1[N+](=O)[O-])Cc1ccccc1	13	11	-10	7	-12	-8	2	-5	-1.5	10	-13
Cc1ccc(/C=N/n2c(-c3ccccn3)n[nH]c2=S)o1	-7	8	4	2	-39	-8	-10	-5	-0.2	16	-3
COc1cccc([C@@H]2Oc3ccc(OC)cc3C(=O)[C@H]2O)c1	12	-160	-98	1	/	-4	7	5	-0.8	/	-83
COc1ccccc1N1CCN(C(CNS(C)(=O)=O)c2cccnc2)CC1 (stereo unspecified)	-12	-8	-5	15	-1	-7	3	1	-1.1	9	-7
COC(=O)c1cc(-c2ccccc2)nc2nc(SC)[nH]c(=O)c12	1	1	-3	4	8	5	-17	-4	-0.1	6	3
COc1cc(OC)c(S(=O)(=O)N2CCN(C(=O)c3ccco3)CC2)cc1NC(C)=O	0	-11	4	1	14	-1	1	-3	-0.6	-6	3
Cn1c(CSCCOc2ccccc2)n[nH]c1=S	3	4	5	7	20	-2	-10	-7	-0.8	6	8
Cc1onc(-c2c(F)cccc2Cl)c1C(=O)OCC(=O)Nc1c(C)n(C)n(-c2ccccc2)c1=O	10	0	6	-3	-17	-1	0	-1	-2.4	-12	-4
CC(C)NC(=S)N/N=C/c1sc(N2CCCCC2)nc1-c1cccs1	-16	-39	-43	10	-8	6	12	-18	3.0	-12	-58
CC(C)(C)N1CSC(=S)N(Cc2ccccc2)C1	10	-14	-9	12	-9	1	-3	1	-0.9	11	-1
Cc1cnc(C(=O)OCC(=O)NCCCc2ccccc2)cn1	0	-12	-10	-1	-25	7	0	0	-0.2	11	-2
COc1ccc(NC(=O)CSc2ccc3nnc(-c4ccccn4)n3n2)cc1OC	-4	-18	12	8	-21	2	-5	0	1.8	2	-20
S=C(Nc1ccc2snnc2c1)N1CCN(c2ccccn2)CC1	-8	-24	-12	2	-22	2	-8	-3	-2.0	-21	-14
Nc1nc2c(ncn2[C@@H]2O[C@H](CNCc3ccc(Oc4cc(-n5cccn5)ncn4)cc3)[C@@H](O)[C@H]2O)c(=O)[nH]1	/	0	1	/	0	/	-4	-1	/	-12	5
Cn1c(NC(=O)c2ccc(F)cc2)nc2ccccc21	-29	-117	-105	11	-34	-8	4	2	-1.2	-20	-153
C[C@@]12C(=O)N(CC3CC3)CC(=O)N1[C@H](C1CC1)[C@@H]1C(=O)N(c3ccccc3)C(=O)[C@@H]12	3	-6	-6	4	-2	-6	-6	10	-1.4	-2	-8

# (continued)
molecule	EBV LMP1 NFkB	LRH-1 inv ag	NCOA3 inh	MC4R antagonist	SRC2 inh	TLR9-MyD88 inh	NOD2 RIPK2 PPI	ABHD5-PLIN5 inh	MC4R barr agon	NR2F2 inh	NCOA1 inh
Cc1oc(CN2CCOCC2)cc1C(=O)O	-9	0	16	-2	-9	3	-8	-3	-2.4	5	-2
CCOc1ccc(N2C(=O)CC(N3CCN(c4ccc(Cl)cc4)CC3)C2=O)cc1 (stereo unspecified)	-11	-15	5	2	-3	-1	3	-9	-1.2	-6	-19
Oc1ccccc1-c1n[nH]c(=S)n1Cc1ccco1	-8	1	19	7	14	4	-7	0	-2.4	9	-33
CCC1CCCCN1C(=O)COc1ccc(N(C)S(=O)(=O)c2ccc(C)cc2)cc1 (stereo unspecified)	-19	8	14	1	11	0	-3	-1	-1.6	13	-59
CCOC(=O)c1cc(-c2ccccc2)sc1NC(=O)C(C)OC(=O)c1cccnc1OCC (stereo unspecified)	-2	-7	13	5	8	-2	-5	-3	2.9	-2	-10
CCc1ccc(OCC(=O)NN2Cc3ccccc3C2=N)cc1	-6	6	11	7	2	2	-3	-2	0.8	3	11
CSCCC(NS(=O)(=O)c1ccc(Cl)cc1)C(=O)OCc1c(Cl)cccc1Cl (stereo unspecified)	4	7	8	11	1	-9	-2	0	0.2	6	22
O=C(CC1C(=O)NCCN1Cc1ccc(Cl)c(F)c1)NC1CCC1 (stereo unspecified)	1	-3	-32	2	-14	0	-1	-4	-3.7	8	-21
O=S(=O)(c1ccc2c(c1)CCCN2)N1CCCC1	-1	25	12	-4	11	-1	-5	-2	-0.2	13	-4
O=C(C1CC1)N1CCN=C1SCc1cccc(F)c1	-1	1	4	3	-14	-10	-14	-2	1.2	-9	-23
O=C(CN1CCN(S(=O)(=O)c2ccc(Cl)cc2)CC1)N1CCCC1	2	-5	23	10	-21	-2	-4	5	-1.9	5	-37
N#Cc1ccsc1NC(=O)CN1CCN(c2ccccc2)CC1	-7	-5	9	9	-35	0	-12	1	-1.1	-4	-2
CC(=O)Nc1ccc2c(c1)ncn2-c1ccccc1	7	-100	-123	-1	-74	/	2	2	-2.9	-54	-101
Cc1cc(C(=O)Nc2c(C)nn(Cc3ccc(F)cc3)c2C)on1	-6	-7	5	-7	-9	14	-5	-7	1.6	-8	-25
CCOC(=O)N1CCN(C(=O)c2oc3ccc(S(=O)(=O)N4CCOCC4)cc3c2C)CC1	-1	3	-31	10	1	3	-3	-1	-2.0	-12	-4
Cc1cc(C)n2nc(SCc3cccc(F)c3)nc2n1	/	-13	-10	-3	-1	-17	-5	-7	0.5	-3	-20
Cc1ccc(N(C(=O)Cn2nnc(-c3ccccc3)n2)C(C(=O)NC2CCCCC2)c2ccccn2)cc1C (stereo unspecified)	-5	0	13	5	-19	5	-5	1	-1.2	-2	2
O=[N+]([O-])c1ccc(CN2CCN(c3ccccc3Cl)CC2)o1	8	-2	-8	7	1	-3	-1	5	-0.9	18	-9
COc1ccc(OC)c(NC(=O)c2nnn(Cc3ccc(Br)cc3F)c2N)c1	0	13	0	-11	-9	-4	-3	-3	0.9	-16	-5
